ER stress surv: ER stress cell death inhibition | CSM14.1 thapsigargin ER stress survival, ATP luminescence | relative survival (cellular ATP), % at 15 µg/mL (by protocol) | 0.33% of 48,000 active;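 active = survival measured by cellular ATP above 50% at 15 µg/ml in the first screen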;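 note: cell death triggered by about 15 µM thapsigargin; ATP read 24 h after thapsigargin was added; plate controls were thapsigargin with DMSO for no effect and DMSO without thapsigargin for full effect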
Numbers without * were called inactive. This is a subset, so the mix of outcomes need not match the whole.

SMILES | ER stress surv
O=c1cc(C(F)(F)F)oc2ccccc12 | 15
COc1ccccc1C(=O)Nc1ccccc1[N+](=O)[O-] | 9
CC1=C(C(=O)Nc2ccc(Cl)cc2)C(c2ccc(Cl)cc2Cl)NC(=O)N1 (stereo not drawn) | 6
O=[N+]([O-])c1ccc(-c2nc(Cc3ccccc3Cl)no2)cc1 | 3
CC(O)c1nc2ccccc2n1Cc1ccccc1 (stereo not drawn) | -3
C/C(=N\Nc1cc(-n2cc(C)cn2)ncn1)c1c(F)c(F)c(F)c(F)c1F | 18
CCOC(=O)CN1CC(O)=C(C=NCc2ccccc2)C1=O | 2
CCOc1ccc(C(=O)Nc2ccc(C(=O)OC)cc2)cc1Br | -16
CCCCCCOc1ccc(N2C(=O)CC(SC(N)=Nc3ccccc3)C2=O)cc1 (stereo not drawn) | 8
Cc1ccccc1/[N+]([O-])=C/c1cccs1 | 9
CCOc1cc(/C=C2/SC(=S)N(Cc3ccccc3)C2=O)ccc1OCc1ccccc1 | 4
CSc1nc(C)c(C(=O)Nc2ccccc2)c(C)c1C#N | 10
O=C(O)COc1ccc(N2C(=O)c3c(Cl)c(Cl)c(Cl)c(Cl)c3C2=O)cc1 | -1
COc1ccc(/C(O)=C2\C(=O)C(=O)N(CCCO)C2c2ccc(Br)cc2)cc1 (stereo not drawn) | 3
CC(Oc1ccccc1)C(=O)Nc1ccc(Cl)c([N+](=O)[O-])c1 (stereo not drawn) | -5
CCc1ccccc1NC(=O)[C@H]1CC=CC[C@H]1C(=O)O | -1
Cc1ccc(-c2nc3ccc(C)cn3c2NC(=O)c2ccco2)cc1 | 3
O=C1C(=Cc2cn(Cc3ccc(Cl)cc3)c3ccccc23)C(=O)c2ccccc21 | 2
COc1ccc(Cc2nc3ccccc3n2CC(=O)NN)cc1OC | 7
Nc1nnc(SCC(=O)c2ccc3c(c2)Cc2ccccc2-3)s1 | 15
CCOc1ccc(C(=O)Nc2ccc(OC)cc2OC)cc1OCC | 9
CC1(C)Cc2c(sc3nc(-c4ccccc4Cl)n(N)c(=O)c23)CO1 | 2
COc1ccc(Br)cc1/C=C/C(=O)c1cccs1 | 9
Cc1ccc(/C(N)=N/OC(=O)c2cccc([N+](=O)[O-])c2C)cc1 | 1
CCOc1ccccc1N(CC(=O)NC1CCCCC1)S(=O)(=O)c1ccccc1 | 2
Continued:
SMILES | ER stress surv
COc1ccccc1CNC(=O)CN(c1ccc(C)cc1)S(=O)(=O)c1ccc(F)cc1 | 3
Cn1ccnc1SCC(=O)c1ccc(-c2ccccc2)cc1 | 1
NC(=O)c1nn2c(c1Cl)NC(c1ccco1)CC2C(F)(F)F (stereo not drawn) | -16
CCOc1cc(C2Nc3ccccc3C(=O)N2Cc2ccco2)ccc1OCc1ccccc1Cl (stereo not drawn) | -2
CC1CC(Nc2ccccc2)c2ccccc2N1C(=O)COc1ccc2ccccc2c1 (stereo not drawn) | 3
Cc1ccc(-c2cc(C(F)(F)F)n3ncc(C(=O)N4CCN(c5ccc(F)cc5)CC4)c3n2)cc1 | 14
CC(C)c1cc(NS(=O)(=O)c2ccc(Cl)cc2)cc(C(C)C)c1O | 2
O=C(Nc1ccc2nn(-c3ccccc3)nc2c1)C(Cl)(Cl)Cl | -9
Cc1ccc(-c2cc(=O)c3cc(Cl)ccc3o2)cc1 | -10
c1ccc(CNc2ccc(-c3nc4ccccc4o3)cc2)cc1 | 1
Cc1ccc(NC(=O)c2ccc([N+](=O)[O-])cc2Cl)c(Br)c1 | 5
COc1ccc(NC(=O)c2ccc(-n3cnnn3)cc2)cc1 | 9
COC(=O)C(C)NC(=O)CCC1CCCCC1 (stereo not drawn) | 4
O=C(Nc1nc2ccc(Cl)cc2s1)C1CC1 | 5
CS(=O)(=O)N1CCN(Cc2ccc(C(F)(F)F)cc2)CC1 | -2
COC(=O)CCCN1C(=O)/C(=C/c2ccc(OC)cc2)SC1=S | 16
Cc1ccc(N2C(=O)CSC2c2ccc(Cl)cc2)cc1 (stereo not drawn) | 6
C=CCN1C(=O)/C(=C\c2cc(C)n(-c3ccc([N+](=O)[O-])cc3)c2C)SC1=S | 9
O=C1N=c2ccc(Cl)cc2=C1c1sc(NS(=O)(=O)Cc2ccccc2)nc1O | 11
Cc1ccc(S(=O)(=O)Nc2ccc(S(=O)(=O)N3CCOCC3)cc2)cc1 | 3
Clc1ccc(-c2ncnn2-c2cccc(Cl)c2)cc1 | 16
CC(C)(C)c1cc(Br)ccc1OCC(=O)Nc1ccc2c(c1)OCCO2 | 12
COC(=O)c1ccccc1NC(=S)NC(NC(=O)c1ccc(F)cc1)C(Cl)(Cl)Cl (stereo not drawn) | 1
N#C/C(=C/c1ccco1)c1nc(-c2cc3ccccc3oc2=O)cs1 | 7
O=c1nc(/C=C/c2ccc(N3CCCC3)cc2)cc(C(F)(F)F)[nH]1 | -1
Other results follow:
SMILES | ER stress surv
CC(=O)Nc1ccc(NC(=O)c2ccco2)c(C)c1 | 3
COc1ccc2nc(NC(=O)NC34CC5CC(CC(C5)C3)C4)sc2c1 | -3
COc1ccc(Cl)cc1N(CC(=O)N1CCCCC1)S(=O)(=O)c1ccc(C)c([N+](=O)[O-])c1 | 8
COc1cccc(N2C(=O)NC(=O)/C(=C/C=C/c3ccccc3)C2=O)c1 | 19
COc1ccc(N=C2NC(=O)/C(=C\C=C\c3ccccc3)S2)cc1 | 23
O=C(Nc1ccc([N+](=O)[O-])cc1)C1C(c2ccccc2)=C1c1ccccc1 | 14
Cc1ccc(C(C)NC(=O)Cc2ccccc2)c(C)c1 (stereo not drawn) | 7
Cc1[nH]n(-c2ccccc2)c(=S)c1C=Nc1ccc(Br)cc1 | -8
C=CCN(CC=C)C(=O)CCN1C(=O)c2ccccc2C1=O | 6
CNc1ccc2[nH]nc3c2c1C(=O)c1ccccc1-3 | -6
CC(=O)CC(=O)Nc1ccc(Br)cc1 | -2
COC(=O)c1sc(NC(=O)c2c(-c3ccccc3)noc2C)c(C(=O)OC)c1C | 4
C/C(=N/NC(=O)Nc1ccccc1)C1CC1 | 1
Cc1cccc(NC(=O)c2cc3c(ccc4ccccc43)oc2=O)n1 | -3
CC(C)c1ccccc1NS(=O)(=O)c1ccc([N+](=O)[O-])cc1 | -3
O=c1cc(C(F)(F)F)c2ccc(OCc3ccc(Cl)cc3)cc2o1 | 3
O=C(Nc1cccc(Cl)c1)[C@@H]1C2C=CC(C2)[C@@H]1C(=O)O (stereo partly drawn) | 4
Nc1nc2n(n1)C(c1ccccc1)C=C(c1ccccc1)N2 (stereo not drawn) | 6
O=C1NCc2ccccc2C1(c1ccc(F)cc1)c1ccc(F)cc1 | 1
O=C(CSCc1ccccc1)Nc1nnc(/C=C/c2ccccc2)s1 | 7
C/C(=N\NC(=O)COc1ccccc1C)c1ccccc1 | 7
Cc1cc(SCc2ccccc2)n2ncnc2n1 | 4
COc1ccc(NC(=O)c2sc3nccc(=O)n3c2C(=O)O)cc1 | -4
Clc1ccc2c(Sc3cccc4cccnc34)ccnc2c1 | 6
Cc1cccc(-n2c(C)cc(/C=C3/NC(=O)NC3=O)c2C)c1 | -2

Part of the list above in order of length of the SMILES, lowest first.
SMILES | ER stress surv
CC(=O)CC(=O)Nc1ccc(Br)cc1 | -2
Cc1cc(SCc2ccccc2)n2ncnc2n1 | 4
C/C(=N/NC(=O)Nc1ccccc1)C1CC1 | 1
Cc1ccc(C(C)NC(=O)Cc2ccccc2)c(C)c1 (stereo not drawn) | 7
CNc1ccc2[nH]nc3c2c1C(=O)c1ccccc1-3 | -6
C=CCN(CC=C)C(=O)CCN1C(=O)c2ccccc2C1=O | 6
O=C(CSCc1ccccc1)Nc1nnc(/C=C/c2ccccc2)s1 | 7
O=C1NCc2ccccc2C1(c1ccc(F)cc1)c1ccc(F)cc1 | 1
Cc1cccc(NC(=O)c2cc3c(ccc4ccccc43)oc2=O)n1 | -3
O=c1cc(C(F)(F)F)c2ccc(OCc3ccc(Cl)cc3)cc2o1 | 3
COc1ccc(N=C2NC(=O)/C(=C\C=C\c3ccccc3)S2)cc1 | 23
COc1ccc2nc(NC(=O)NC34CC5CC(CC(C5)C3)C4)sc2c1 | -3
CC(C)c1ccccc1NS(=O)(=O)c1ccc([N+](=O)[O-])cc1 | -3
COc1cccc(N2C(=O)NC(=O)/C(=C/C=C/c3ccccc3)C2=O)c1 | 19
COC(=O)c1sc(NC(=O)c2c(-c3ccccc3)noc2C)c(C(=O)OC)c1C | 4
COc1ccc(Cl)cc1N(CC(=O)N1CCCCC1)S(=O)(=O)c1ccc(C)c([N+](=O)[O-])c1 | 8

Continuation.
SMILES | ER stress surv
Cc1ccc2oc(-c3ccc(NC(=O)/C=C/c4ccccc4)cc3O)nc2c1 | 11
CN1CCN(Cn2c(O)c(N=NC(=O)c3ccccc3Br)c3ccccc32)CC1 | 5
Cc1ccc(S(=O)(=O)N=C2C=C(Cl)C(=O)C(Br)=C2)cc1 | -12
COc1cc(NC(=O)c2cccc(F)c2)cc(OC)c1 | -2
Nn1c(-c2ccco2)nc2ccccc2c1=O | 1
O=C1CC(=O)N(c2cccc(Cl)c2)N1 | 6
C=C(Br)Cn1c(C)nc2ccccc21 | 0
Fc1ccc(NC(=S)N2CCN(C/C=C/c3ccccc3)CC2)cc1 | -3
COc1cccc(N(CC(=O)Nc2cc(OC)ccc2OC)S(=O)(=O)c2ccccc2)c1 | 13
O=C(Nc1nnc(COc2ccc(F)cc2)s1)c1cccc2ccccc12 | -4
O=C(NN1C(=O)c2ccccc2C1=O)c1ccc(Cl)c(Cl)c1 | 2
CCOc1ccc(S(=O)(=O)N=Nc2c(O)[nH]c3ccccc23)c2ccccc12 | -1
COc1ccc(C(=O)N/C(=C\c2ccc(-c3cccc([N+](=O)[O-])c3)o2)C(=O)NCc2cccnc2)cc1 | 27
Cc1ccc(S(=O)(=O)Nc2cc(C(C)(C)C)c(O)c(C(C)(C)C)c2)cc1 | 2
CN(C)CCOCCOCCN(C)C | 8
O=CN1CCN(C(=O)c2ccc(C#Cc3ccccc3)cc2)CC1 | -3
O=C(Nc1ccccc1C(=O)O)c1ccc2c(c1)C(=O)N(C1CCCCC1)C2=O | 2
Cc1ccc(C(C)C)c(OCC(=O)Nc2cc(C(F)(F)F)ccc2Cl)c1 | -2
O=C(N/N=C/c1coc2ccccc2c1=O)c1cc(O)cc(O)c1 | -3
CC(Oc1cccc(Cl)c1)C(=O)Nc1cc([N+](=O)[O-])ccc1Cl (stereo not drawn) | 11
CCOC(=O)C1=C(C)N(c2ccc(OC)cc2)C(=O)/C1=C\c1ccc(O)c(OCC)c1 | -5
O=C1S/C(=C\c2ccc(Br)cc2)C(=O)N1c1ccc(Cl)cc1 | 6
CCOc1ccc2nc(SCC(=O)Nc3ccc(OC)cc3OC)sc2c1 | 9
COc1ccc(C(=O)Nc2ccc(S(=O)(=O)NC(C)=O)cc2)cc1[N+](=O)[O-] | 10
CC1CC(Nc2ccccc2)c2ccccc2N1C(=O)c1sc2ccccc2c1Cl (stereo not drawn) | 5
Additional entries follow:
SMILES | ER stress surv
CCOc1ccccc1OCCCOc1ccccc1OCC | 5
NS(=O)(=O)c1cccc(NC(=O)c2cc(I)ccc2Cl)c1 | 0
O=C1CC(SC(=NCCc2ccccc2)Nc2ccc(F)cc2)C(=O)N1c1ccc(F)cc1 (stereo not drawn) | 11
CCOc1ccc(C(=O)Nc2ccccc2O)cc1Cl | -1
COc1ccc(NC(=O)NCCc2ccc(Cl)cc2Cl)cc1OC | 6
COc1ccc(C2/C(=C(\O)c3ccc([N+](=O)[O-])cc3)C(=O)C(=O)N2CCCCCC(=O)O)c(OC)c1 (stereo not drawn) | -4
Cc1ccc(NC2=C(Cl)C(=O)N(c3ccccc3Cl)C2=O)cc1Cl | 13
O=C(O)c1cc(N2C(=O)c3ccc(Oc4ccc5c(c4)C(=O)N(c4ccc(O)c(C(=O)O)c4)C5=O)cc3C2=O)ccc1O | 7
Cc1ccc(OCc2nnc(NC(=O)OCC(C)C)s2)c(C)c1 | 4
O=C1CC(c2ccccc2)CC2=C1C(c1ccc(Cl)cc1Cl)Nc1ccccc1N2 (stereo not drawn) | 1
CCCCCCCCNS(=O)(=O)c1ccc([N+](=O)[O-])cc1 | 5
COc1ccc(N(CC(=O)Nc2ccc(Oc3ccccc3)cc2)S(C)(=O)=O)cc1Cl | -1
Cc1nn(CC(=O)Nc2ccc(O)cc2)c(=O)c2ccccc12 | -2
O=C(CN1C(=O)c2cccc3cccc(c23)C1=O)N1CCN(CCN2C(=O)C3C4C=CC(C4)C3C2=O)CC1 (stereo not drawn) | -1
O=C(Cn1cncn1)c1ccc(F)c(F)c1 | 2
Cc1nc(-c2ccccc2)sc1C(=O)Nc1cccc(-c2cn3ccccc3n2)c1 | 8
Cc1ccc(-c2ccc(NC(=O)c3ccccc3)cc2)o1 | 9
Cc1c(-c2ccc(Cl)cc2)nc2ccccc2c1C(=O)Nc1ccc(F)cc1F | 0
O=C1NC(=O)/C(=C\c2cc3c(cc2[N+](=O)[O-])OCO3)S1 | -4
C/C(=N\Nc1nnc(-c2ccccc2)c(-c2ccccc2)n1)c1cccc([N+](=O)[O-])c1 | 21
CCc1nnc(/N=C/c2c(C)[nH]n(-c3ccc(C)c(C)c3)c2=O)s1 | -7
O=Nc1c(-c2ccccc2)[nH]n(-c2ccccc2)c1=O | 18
COc1ccc([N+](=O)[O-])cc1NC(=O)CC(c1ccccc1)c1ccccc1 | 8
Cc1ccsc1/C=C1/SC(N2CCCC2)=NC1=O | -1
CCOC(=O)N1CCN(C2CC(=O)N(c3ccc(Cl)cc3)C2=O)CC1 (stereo not drawn) | 6
(list continues)
SMILES | ER stress surv
CC(C)C(c1ccc(O)cc1)c1ccc(O)cc1 | -2
CCOc1ccc(N(CC(=O)NCc2ccc(OC)cc2)S(=O)(=O)c2ccc(Br)cc2)cc1 | 28
CCC1=NN2C(=N)/C(=C/c3ccc(-c4ccc(F)cc4)o3)C(=O)N=C2S1 | 10
CCOC(=O)C1=C(O)/C(=C/c2ccc(O)c(OCC)c2)SC1=Nc1ccccc1 | 25
O=[N+]([O-])c1ccccc1S(=O)(=O)Nc1ccccc1 | 2
COc1ccc(CCNC(=O)C2CN(S(=O)(=O)c3ccccc3)CCN2S(=O)(=O)c2ccccc2)cc1OC (stereo not drawn) | 10
O=C(O)CN1C(=O)/C(=C\c2cc([N+](=O)[O-])ccc2Cl)SC1=S | 12

High-throughput results: PubChem, Sanford-Burnham Center for Chemical Genomics
